LANA DNA inh: inhibitors of KSHV C-LANA binding to DNA, primary screen, biochemical, fluorescence polarization, FAM-LBS DNA, MBP-C-LANA, single point; inhibition, % at 9 µM; Kaposi's sarcoma herpesvirus LANA C-terminal domain (residues 932-1162) DNA binding; AID 504423, 2011; 340,000 tested, 0.078% active;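 active means highest replicate inhibition at or above 60% at 9 µM, even if other replicates fall short; inactive means all replicates below 60% inhibition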;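 further: 0% = neutral control wells and 100% = 4 µM acridine orange control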
DAGLB inhibitor: DAGLB lipase inhibitors, primary screen, biochemical, fluorescence, HTS. HEK293T DAGLB membrane lysate, EnzChek fluorogenic substrate. inhibition, % at 5.17 µM. 340,000 tested, 0.059% active; in the data active means inhibition above about 34%;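 further: 0% = enzyme with vehicle and 100% = wells lacking enzyme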
Target sequence (Q8NCG7 whole entry, looked up): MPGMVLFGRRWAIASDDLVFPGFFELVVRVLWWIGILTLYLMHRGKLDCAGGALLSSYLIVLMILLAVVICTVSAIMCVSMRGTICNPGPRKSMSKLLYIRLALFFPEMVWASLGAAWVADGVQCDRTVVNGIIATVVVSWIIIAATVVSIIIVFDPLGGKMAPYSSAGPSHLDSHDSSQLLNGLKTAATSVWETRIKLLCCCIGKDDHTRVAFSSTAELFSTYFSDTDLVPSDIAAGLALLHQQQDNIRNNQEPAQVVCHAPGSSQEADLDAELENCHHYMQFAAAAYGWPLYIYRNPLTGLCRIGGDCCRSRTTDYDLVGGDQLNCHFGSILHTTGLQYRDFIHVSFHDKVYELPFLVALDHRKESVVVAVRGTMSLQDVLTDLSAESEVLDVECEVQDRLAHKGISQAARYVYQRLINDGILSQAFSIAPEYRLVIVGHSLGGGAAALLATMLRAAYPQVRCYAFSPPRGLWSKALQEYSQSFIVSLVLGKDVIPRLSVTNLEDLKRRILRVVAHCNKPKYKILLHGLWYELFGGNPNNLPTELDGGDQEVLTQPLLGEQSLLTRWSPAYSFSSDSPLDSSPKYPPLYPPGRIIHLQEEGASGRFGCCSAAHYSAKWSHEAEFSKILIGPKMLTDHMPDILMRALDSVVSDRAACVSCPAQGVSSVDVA
RTF Ca sens act: cardiac RTF calcium sensitivity activators, primary screen, biochemical, IANBD-TnC fluorescence, EC20 calcium | 340,000 tested, 0.24% active | IANBD-labeled TnC RTF fluorescence at EC20 calcium; 0% EC20 calcium, 100% full calcium | Troponin I, cardiac muscle (Homo sapiens) + Troponin T, cardiac muscle (Homo sapiens) + … | activation, % at 7.2 µM;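 active means activation above the mean over all tested compounds plus 3 SD, cut at about 30% in these data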;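 further: rise in fluorescence read as greater calcium sensitivity of cardiac thin filaments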
Cardiac RTF inh: cardiac RTF calcium sensitivity inhibitors, primary screen, biochemical, IANBD-TnC fluorescence, EC70 calcium | IANBD-labeled cardiac RTF, Ca2+ fluorescence | Troponin I, cardiac muscle (Homo sapiens) + Troponin T, cardiac muscle (Homo sapiens) + … | inhibition, % at 7.15 µM | 340,000 tested, 0.12% active;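 active means inhibition above the mean inhibition of all tested compounds plus 3 SD, cut at about 17% in these data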;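 further: assay run at fixed EC70 calcium of 1.6 mM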
SR-BI DiI-HDL act: activators of SR-BI mediated DiI-HDL uptake, primary screen, ldlA[mSR-BI] CHO cells, DiI fluorescence; 3 h; 100 = double the neutral-control signal; 320,000 tested, 0.096% active; activation, % at 12.5 µM;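 active means mean replicate activation of at least 60% and every replicate at or above 60%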;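 further: 0% = median plate neutral-control signal and 100% = twice that signal; values of inactives mirror those of a sister screen read the other way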
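material = CHO ldlA[mSR-BI] cells | medium = Ham's F12 with 0.5% BSA, HEPES 25 mM, pH 7.4 | reagent = fluorescent DiI-HDL, 10 µg/mL final | compound dosing = single-point compound dose | incubation = 3 h, 37 °C | measured by = bottom-read fluorescence, 550/595 nm | measure = HDL uptake via cellular fluorescence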
PKA-R2B act: activators of PKA-R2B holoenzyme, primary screen, biochemical, fluorescence polarization, Cy5-IP20, human; activation, % at 11.4 µM; 340,000 tested, 0.079% active; cAMP-dependent protein kinase catalytic subunit beta (Homo sapiens) + cAMP-dependent …; PKA-R2B holoenzyme dissociation; R2B truncated from residue 108, S112A mutant; 0% DMSO only, 100% 113 µM cGMP;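 active means activation above a cutoff set at the mean over all compounds plus 3 SD, cut at about 18% in these data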;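 further: higher means more holoenzyme dissociation and a rise in polarization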
CAL PDZ FP-1: untagged CAL PDZ binding inhibitors, primary screen, biochemical, fluorescence polarization, HTS; Golgi-associated PDZ and coiled-coil motif-containing protein (Homo sapiens), Q9HD26; purified CAL PDZ, TMR-peptide fluorescence polarization, 1 h; inhibition, % at 24.9 µM; AID 602252, 2012; 300,000 tested, 0.92% active;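 active means mean inhibition of at least 30% with at least half of replicates also reaching 30%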;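 further: 0% = DMSO neutral control and 100% = excess unlabeled competitor peptide PRC23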
Rtt109 Vps75: inhibitors of C. albicans Rtt109/Vps75 HAT, primary screen, biochemical, ThioGlo CoA-SH fluorescence, plate reader; Histone acetyltransferase RTT109 (Candida albicans (strain SC5314 / ATCC MYA-2876)), …; purified Rtt109/Vps75, 4 h; inhibition, % at 34.9 µM; 330,000 tested, 0.16% active;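 active means inhibition of at least 50% in every replicate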
Target sequence (Q5AAJ8 whole entry, looked up): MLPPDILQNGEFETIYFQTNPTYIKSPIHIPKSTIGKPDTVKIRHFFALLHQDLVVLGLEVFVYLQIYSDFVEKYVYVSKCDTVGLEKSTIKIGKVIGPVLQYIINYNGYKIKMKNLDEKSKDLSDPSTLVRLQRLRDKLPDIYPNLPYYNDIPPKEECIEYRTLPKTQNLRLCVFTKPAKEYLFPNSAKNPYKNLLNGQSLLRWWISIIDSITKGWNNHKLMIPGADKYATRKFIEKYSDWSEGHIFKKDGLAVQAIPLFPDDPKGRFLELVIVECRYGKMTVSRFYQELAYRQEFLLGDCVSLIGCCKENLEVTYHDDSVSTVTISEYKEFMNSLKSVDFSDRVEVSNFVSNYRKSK
Keap1 Nrf2 FP: Keap1-Nrf2 protein-protein interaction inhibitors, primary screen, biochemical, fluorescence polarization, single point; Kelch-like ECH-associated protein 1 (Homo sapiens), Q14145; Keap1 Kelch-Nrf2 peptide fluorescence polarization, 1536-well; inhibition, % at 9.4 µM; 340,000 tested, 0.15% active; AID 504523, 2011; in the data active means inhibition above about 12%;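 further: human Keap1 Kelch domain with fluorescein labeled Nrf2 9mer peptide probe; 0% = neutral control wells and 100% = peptide positive control; higher means more block of Keap1 binding to Nrf2 peptide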
CAL PDZ FP-2: CAL PDZ peptide-binding inhibitors, primary screen, biochemical, fluorescence polarization, Cer-tagged CAL PDZ, HTS | inhibition, % at 20 µM | purified CAL PDZ, TMR-peptide fluorescence polarization, 1 h | AID 504414, 2011 | 330,000 tested, 0.02% active;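 active means highest replicate inhibition of at least 40%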;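 further: plate controls were DMSO neutral control wells for no effect and unlabeled competitor peptide control wells for full effect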
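Material: tagged CAL PDZ protein CerCALP, purified; buffer or medium: sodium phosphate/NaCl buffer pH 7.4 with TCEP, IgG, Thesit; also added: fluorescent TMR peptide probe; schedule: 1 h incubation at room temperature before polarization reading; technique: fluorescence polarization from S- and P-plane intensities, G-factor corrected; control set: unlabelled peptide and DMSO controls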
* marks the source's active call; other numbers are inactive results; / = no result given.

1	COc1ccc2c(c1)CCc1c(C(=O)Nc3ccc(OC)c(OC)c3)noc1-2
2	O=C(O)c1cccc(N(CCO)CCO)c1
3	COC(=O)C1C(c2ccc(Cl)cc2)NC(c2ccc(Cl)cc2)C(C(=O)OC)S1(=O)=O (stereo not given)
4	CCOc1ccc(S(=O)(=O)N2CCN(C(=O)C3CCC3)CC2)cc1
5	COc1ccc(C2Nc3ccccc3C(=O)N2NC(=O)c2ccccc2)cc1OC (stereo not given)
6	Cc1oc(-c2ccc(-c3ccccc3)cc2)nc1CN(CCO)C(C)C
7	CCOCCCN1C(=O)CN(C2CCCCC2)C(=O)C1c1ccc(OC)c(OC)c1 (stereo not given)
8	OCC(CO)(CO)N=Cc1cc(Br)ccc1O
9	CN1/C(=C\C(=O)COc2ccc3c(c2)OCO3)C(C)(C)c2ccccc21
10	O=C(O)C1=NOC(CNc2ncc(C(F)(F)F)cc2Cl)C1 (stereo not given)

Screen / compound no.	1	2	3	4	5	6	7	8	9	10
LANA DNA inh	0.5	-1.0	0.7	-2.5	0.0	0.3	-0.6	1.7	0.0	1.1
DAGLB inhibitor	1	-3	-1	0	0	-1	-1	5	-8	-1
RTF Ca sens act	0	-3	-1	-6	1	0	-3	1	2	1
Cardiac RTF inh	-1	-20	0	-23	-5	0	-10	1	1	-8
SR-BI DiI-HDL act	-65	/	-26	16	13	-14	12	6	0	15
PKA-R2B act	-16	2	1	2	-4	-8	13	15	-2	-2
CAL PDZ FP-1	0	3	-1	-10	/	5	-5	1	2	-5
Rtt109 Vps75	17	2	-4	4	-6	-1	0	-8	-5	-9
Keap1 Nrf2 FP	-3	-1	1	3	4	-3	1	1	-6	0
CAL PDZ FP-2	0.6	-3.3	0.5	-1.3	0.0	-1.6	0.4	/	-2.4	-2.0

11	COc1ccc(Cc2nc(-c3ccc(NC(=O)c4cccnc4)cc3)no2)cc1
12	Cc1cccc(C)c1NC(=O)CCCSc1nnc(N)s1
13	Cc1cc2nc(SCC(=O)Nc3ccccc3C(=O)O)[nH]c2cc1C
14	O=C(c1cn(-c2ccccc2)nc1-c1cccnc1)N1CCN(S(=O)(=O)c2cccc(F)c2)CC1
15	COc1cc(/C=C2\SC(=O)N(CCN)C2=O)ccc1OS(=O)(=O)c1cc(C)ccc1C
16	CN(C)CCCN1C(=O)C(=O)/C(=C(/O)c2ccncc2)C1c1ccccc1 (stereo not given)
17	CC(=O)OCC(COC(C)=O)OC(C)=O
18	O=C1C2C3C=CC(C2C(=O)N1CCO)C1C(=O)N(CCO)C(=O)C31 (stereo not given)
19	COc1cc(/C=N/Nc2ccc(Cl)c(C(=O)O)c2)ccc1OC(=O)c1ccc(F)cc1
20	Cc1ccc(-c2nn(-c3ccccc3)cc2CO)o1

Screen / compound no.	11	12	13	14	15	16	17	18	19	20
LANA DNA inh	0.7	-0.6	0.0	4.4	-0.6	-0.3	-1.5	2.3	1.5	-0.7
DAGLB inhibitor	2	1	-1	-1	3	1	-2	2	4	0
RTF Ca sens act	2	2	2	-4	-1	0	1	-2	-5	1
Cardiac RTF inh	-8	-8	3	-6	5	4	1	-6	-14	2
SR-BI DiI-HDL act	-6	19	-7	5	-27	19	5	4	6	-9
PKA-R2B act	4	0	-17	-1	-9	-3	6	-8	-6	3
CAL PDZ FP-1	-2	2	/	3	-2	-6	2	-1	-3	-2
Rtt109 Vps75	0	15	5	-2	0	10	-6	0	27	17
Keap1 Nrf2 FP	3	-3	-1	1	-1	-4	-3	-2	-3	-2
CAL PDZ FP-2	0.1	-0.2	-1.3	0.1	-2.4	-0.4	-0.9	0.3	-0.6	-0.8

3 compounds from above, sorted by their value in DAGLB inhibitor, ascending.
| no. | smiles | DAGLB inhibitor |
| --- | --- | --- |
| 17 | CC(=O)OCC(COC(C)=O)OC(C)=O | -2 |
| 3 | COC(=O)C1C(c2ccc(Cl)cc2)NC(c2ccc(Cl)cc2)C(C(=O)OC)S1(=O)=O (stereo not given) | -1 |
| 11 | COc1ccc(Cc2nc(-c3ccc(NC(=O)c4cccnc4)cc3)no2)cc1 | 2 |

Single values from the entries so far.
#12 in Rtt109 Vps75: 15
#19 in DAGLB inhibitor: 4
#11 in CAL PDZ FP-1: -2
#18 in SR-BI DiI-HDL act: 4

(listing goes on)
21	CC(NS(=O)(=O)c1ccc(F)cc1)C(=O)Nc1ccc2c(c1)OCCO2 (stereo not given)
22	CCn1c(SCc2nc(-c3ccc(OC)c(OC)c3)no2)nnc1-c1cccs1
23	Cc1cccc(NC(=O)c2ccccc2OCC(=O)N2CCOCC2)c1C
24	Cc1ccc(NC(=O)CSc2nc3ccccc3c(=O)n2Cc2cccs2)cc1
25	CCCCOc1ccccc1C1C(C(=O)OC)=CN(CC)C=C1C(=O)OC
26	Cc1onc(-c2ccccc2Cl)c1C(=O)OCc1cnc(Cl)s1
27	Cc1ccc(NC(=O)COC(=O)CCc2c[nH]c3ccccc23)cc1[N+](=O)[O-]
28	COc1ccccc1OCC(=O)Nc1ccc(S(=O)(=O)N2CCOCC2)cc1
29	Cc1nn(CC(=O)N(C)C)c(=O)c2ccccc12
30	Cc1ccc(NC(=O)CCn2ccc([N+](=O)[O-])n2)nc1

Screen / compound no.	21	22	23	24	25	26	27	28	29	30
LANA DNA inh	0.1	-0.5	0.6	1.0	7.0	-0.5	0.5	0.2	2.1	4.5
DAGLB inhibitor	2	-1	1	1	-7	-1	-4	2	-3	-2
RTF Ca sens act	-4	1	-1	7	-3	8	2	2	1	13
Cardiac RTF inh	-2	-6	-5	-9	-1	3	-7	-6	-2	-4
SR-BI DiI-HDL act	8	-24	21	0	10	-19	8	-10	10	30
PKA-R2B act	5	0	-5	-15	3	1	4	-7	-9	-9
CAL PDZ FP-1	-4	0	-2	/	-5	/	1	-9	1	2
Rtt109 Vps75	3	-12	5	-12	-15	20	1	-6	6	2
Keap1 Nrf2 FP	-3	0	1	4	4	-5	-2	-3	1	-6
CAL PDZ FP-2	0.4	-1.6	-2.3	-1.7	-1.5	-2.2	-2.0	-2.7	0.0	0.1

Entries of single compounds, quoted from the list. Order of screens: LANA DNA inh, DAGLB inhibitor, RTF Ca sens act, Cardiac RTF inh, SR-BI DiI-HDL act, PKA-R2B act, CAL PDZ FP-1, Rtt109 Vps75, Keap1 Nrf2 FP, CAL PDZ FP-2
Cc1ccc(NC(=O)CCn2ccc([N+](=O)[O-])n2)nc1 across the screens: 4.5, -2, 13, -4, 30, -9, 2, 2, -6, 0.1
Cc1ccc(NC(=O)COC(=O)CCc2c[nH]c3ccccc23)cc1[N+](=O)[O-] across the screens: 0.5, -4, 2, -7, 8, 4, 1, 1, -2, -2.0

(more compounds)
31	Cc1cc2nc(-c3ccc(SCC(=O)Nc4ccc(S(=O)(=O)N5CCCC5)cc4)nc3)[nH]c2cc1C
32	COc1ccc(S(=O)(=O)N2CCc3ccccc32)cc1C(=O)Nc1ccc(C(N)=O)cc1
33	Cc1cc(NC(=O)COC(=O)c2cnccn2)ccc1Br
34	COc1cc(C(=O)Nc2sc3c(c2C(=O)NCc2ccco2)CCCC3)cc(OC)c1OC
35	COc1cccc(OCCc2c(C)n[nH]c2C)c1
36	CC(C)C[C@H]1CN=C(Nc2ccccc2)N1CCC(C)c1ccccc1 (stereo not given in full)
37	CCCn1c(=O)c2c(C(F)(F)F)cc(-c3ccco3)nc2n(CCC)c1=O
38	Cc1ccc(S(=O)(=O)N2CCOCC2)cc1C(=O)OCC(=O)NC1CCCCC1
39	CCn1cnc2cc(NCc3nc4ccccc4n3C)ccc21
40	O=C(CCN1C(=O)COc2ccccc21)NCCCN1CCc2ccccc2C1
41	C[C@H](CO)N1C[C@H](C)[C@@H](CN(C)S(=O)(=O)c2ccc(F)cc2)Oc2c(NC(=O)NC3CCCCC3)cccc2C1=O

Screen / compound no.	31	32	33	34	35	36	37	38	39	40	41
LANA DNA inh	-1.3	1.8	-0.9	0.2	-0.5	-0.2	0.8	-0.7	-1.3	0.2	1.0
DAGLB inhibitor	2	-2	0	-6	0	1	-1	-1	1	0	-2
RTF Ca sens act	3	6	0	-6	-3	-3	8	-2	-1	0	9
Cardiac RTF inh	-9	2	-9	-3	-5	-4	5	-9	-3	-16	-1
SR-BI DiI-HDL act	-36	-21	22	-49	0	27	20	-34	1	12	8
PKA-R2B act	8	1	-13	-4	7	-9	-9	-13	-3	-2	4
CAL PDZ FP-1	/	15	/	-3	-7	-2	-2	-3	2	-2	0
Rtt109 Vps75	6	1	1	-8	18	16	/	19	5	26	26
Keap1 Nrf2 FP	-6	-1	-2	-1	-3	-3	-1	-4	-3	0	0
CAL PDZ FP-2	-1.5	-1.6	0.1	/	-0.4	0.1	-1.6	-1.8	-2.1	-0.4	0.0

Source: PubChem
